VEEV TC-83 Vero: inhibitors of VEEV TC-83 cytopathic effect, confirmation, Vero cells (AID 588727); inhibition, % at 20 µM, or IC50 in µM where a hit was titrated; hit rate 0.13% among 350,000; Vero cells, VEEV TC-83 cytopathic effect inhibition; higher % means a stronger effect; in the data active = a potency from the dose series; inconclusive = inhibition mostly from about 14% at the one dose, without a potency; inactive = the rest, 99 in 100 with inhibition below about 12%; note: strong numbers were not always called active
H1N1 NS1A inhibition: H1N1 influenza NS1A inhibitors, functional cell based assay (AID 504329); hit rate 0.3% among 340,000; inhibition, % at 12.5 µM, or IC50 in µM where a hit was titrated; NS1A functional cell-based assay, percent inhibition; higher % means a stronger effect; in the data active = a potency from the dose series; inconclusive = inhibition above about 27% without an active follow-up result; note: strong numbers were not always called active
Salmonella PhoP GFP: PhoP regulon inhibitors, Salmonella typhi PhoP promoter GFP reporter, confirmatory (AID 1850); Salmonella Typhi PhoP-promoter GFP reporter, fluorescence, 4 h; higher % means a stronger effect; inhibition, % at 50 µM; hits with a dose series show IC50 in µM; hit rate 0.33% among 310,000; in the data active = a potency from the dose series; inconclusive = inhibition mostly from about 25% at the one dose, without a potency; inactive = the rest, 99 in 100 with inhibition below about 19%;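 note: 0% = induced wells with vehicle and 100% = uninduced wells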
tuberculosis growth: growth inhibition of non-replicating M. tuberculosis (AID 488890) | Mycobacterium tuberculosis non-replicating, growth inhibition; higher % means a stronger effect | one-dose inhibition, % at 25 µM; IC50 in µM for titrated hits | hit rate 0.39% among 320,000; in the data active = a potency from the dose series; inconclusive = inhibition mostly from about 82% at the one dose, without a potency; inactive = the rest, 99 in 100 with inhibition below about 76%;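 note: plate controls were DMSO cells for no effect and high antibiotic wells for full effect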
H37Rv inhibition: M. tuberculosis growth inhibition, HTS (AID 449762); M. tuberculosis H37Rv growth inhibition, 7H9 media; higher % means a stronger effect; one-dose inhibition, % at 25 µM; IC50 in µM for titrated hits; hit rate 0.59% among 330,000; in the data active = a potency from the dose series; inconclusive = inhibition above about 70% without an active follow-up result;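 note: bacterial growth assessed after seven days of incubation; strong numbers were not always called active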
VEEV TC-83 Vero 10K pilot screen: recorded beside VEEV TC-83 Vero, whose call it bears; inhibition, %; measured here: 10K pilot screen inhibition
An asterisk follows results filed as active; i = inactive; u = inconclusive; x = not tested or not shown.

SMILES	VEEV TC-83 Vero	H1N1 NS1A inhibition	Salmonella PhoP GFP	tuberculosis growth	H37Rv inhibition	others
CCOC(=O)N1CCN(C(=O)c2ccc(CS(=O)Cc3ccc(C)cc3)o2)CC1 (configuration not stated)	0.9%	6%	-7%	3%	-5%
CCOc1ncccc1C(=O)OCC(=O)NCc1ccc(C(=O)OC)cc1	0.7%	-12%	x	11%	-9%
CCN(CC)C(=O)Cn1cc(C(=O)C(=O)N2CCN(Cc3ccccc3)CC2)c2ccccc21	0.4%	1%	1%	-4%	-5%
COc1cc(-c2cc(C(=O)N3CCN(c4ccccn4)CC3)c3ccccc3n2)cc(OC)c1OC	i	7%	-9%	16%	-2%
COC(=O)CN1C(=O)C2(C(C(=O)OC)=C(N)Oc3ccccc32)C2=C1CC(C)(C)CC2=O (configuration not stated)	i	-12%	-14%	4%	1%
CCOC(=O)N1CCN(c2ccccc2OC)CC1	0.4%	1%	3%	20%	-4%
CC(c1n[nH]c(=S)n1Cc1ccccc1)N(C)C (configuration not stated)	0.9%	8%	11%	-1%	-9%
O=C(NC1CCCc2ccccc21)c1cccc(S(=O)(=O)N2CCOCC2)c1 (configuration not stated)	1.2%	-2%	-5%	9%	-5%
COc1ccccc1C1(O)C(=O)Nc2ccccc21 (configuration not stated)	0.6%	-20%	-2%	-17%	-11%
COCC1CCCCN1C(=O)c1ccc2nc(Cc3ccc(OC)c(OC)c3)oc2c1 (configuration not stated)	5.1%	-4%	-7%	0%	6%
O=c1[nH]c(=S)[nH]c(O)c1N=Nc1cccc(S(=O)(=O)N2CCOCC2)c1	i	19%	-13%	3%	-2%
CCOC(=O)c1cc2sccc2n1CC(=O)N1CCCC1	0.5%	-4%	14%	-15%	-7%
O=C(COC(=O)c1ccc2c(c1)OCCO2)Nc1cc(S(=O)(=O)N2CCOCC2)ccc1Cl	4.1%	-9%	-8%	-9%	-4%
CCOC(=O)c1cc(OC(=O)c2ccccc2Br)n(-c2ccccc2)n1	2.8%	2%	-11%	16%	8%
C=Cn1cc[n+](CC(=O)C(C)(C)C)c1	0.1%	5%	0%	-34%	-1%	VEEV TC-83 Vero 10K pilot screen=2.2
CCOC(=O)c1cnc(SC)nc1N	5.8%	8%	18%	1%	0%
c1ccc(-c2c[n+]3c(n2-c2ccccc2)CCC3)cc1	i	-1%	3%	-4%	-3%
NC(=O)CC(NC(=O)c1cccc(Br)c1)c1ccc(N2CCC(Br)CC2)c([N+](=O)[O-])c1 (configuration not stated)	0.4%	16%	-9%	1%	-13%	VEEV TC-83 Vero 10K pilot screen=0.8
COc1ccc(NC(=O)c2c[nH]n3c(=O)cc(C4CCN(C(=O)OC(C)(C)C)CC4)nc23)cc1Cl	4.7%	2%	-19%	14%	7%
NC(=S)N/N=C/c1cn(CCC(=O)O)nc1-c1cccc(Br)c1	i	-2%	6%	-5%	-4%

By substructure, the compounds so far containing an aryl methoxy group (5)
SMILES	VEEV TC-83 Vero	H1N1 NS1A inhibition	Salmonella PhoP GFP	tuberculosis growth	H37Rv inhibition	others
COc1cc(-c2cc(C(=O)N3CCN(c4ccccn4)CC3)c3ccccc3n2)cc(OC)c1OC	i	7%	-9%	16%	-2%
CCOC(=O)N1CCN(c2ccccc2OC)CC1	0.4%	1%	3%	20%	-4%
COc1ccccc1C1(O)C(=O)Nc2ccccc21 (configuration not stated)	0.6%	-20%	-2%	-17%	-11%
COCC1CCCCN1C(=O)c1ccc2nc(Cc3ccc(OC)c(OC)c3)oc2c1 (configuration not stated)	5.1%	-4%	-7%	0%	6%
COc1ccc(NC(=O)c2c[nH]n3c(=O)cc(C4CCN(C(=O)OC(C)(C)C)CC4)nc23)cc1Cl	4.7%	2%	-19%	14%	7%

More records follow.
SMILES	VEEV TC-83 Vero	H1N1 NS1A inhibition	Salmonella PhoP GFP	tuberculosis growth	H37Rv inhibition	others
CCOc1ccc(N(CC(=O)NCCSCc2ccco2)S(=O)(=O)c2ccc(F)cc2)cc1	1.6%	-4%	-3%	-7%	-11%
O=c1cc(CCl)nc2scc(-c3ccccc3)n12	u	-24%	10%	65%	u
Clc1ccccc1CN1CCN(c2ccccc2Cl)CC1	i	6%	-7%	-2%	-2%
C=CCS(=O)(=O)N1CCCC(Cc2ccccc2C)(C(=O)OCC)C1 (configuration not stated)	0.3%	-10%	8%	-9%	-5%
COc1cc(NC(=S)NCCc2c[nH]c3ccccc23)c(OC)cc1Cl	8.6%	9%	-9%	2%	-5%
Cc1ccc(CN2CCC(n3nccc3NC(=O)CCCc3ccccc3)CC2)o1	1.6%	41%	-1%	6%	-3%
CC(C)CN(C(=O)COC(=O)c1cccn1C)c1c(N)n(Cc2ccccc2)c(=O)[nH]c1=O	2.5%	3%	-6%	x	-10%
CCCC(C(=O)O)N1C(=O)/C(=C/c2cccn2C)SC1=S (configuration not stated)	1.6%	-1%	-6%	24%	-6%
Cc1cc(SCC(=O)Nc2cccc(S(N)(=O)=O)c2)c(C)cc1Br	2.3%	1%	2%	19%	-7%
CCOc1ccccc1N1CCN(Cc2cccc(OC)c2OC)CC1	i	0%	4%	19%	-7%
COc1ccccc1N1CCN(CC(O)COc2c(OC)cccc2OC)CC1 (configuration not stated)	0.7%	-6%	7%	4%	7%
CC(=O)c1ccc(S(=O)(=O)NCCCC(=O)NCCc2ccccn2)cc1	1.1%	-1%	-6%	6%	-7%
COc1ccc(CCN2C(=O)NC(NC(C)=O)(C(F)(F)F)C2=O)cc1OC (configuration not stated)	0.1%	-6%	1%	3%	2%
COc1ccc(C2NC(=O)C(C#N)=C(S)N2c2cccc(C)c2)cc1OC (configuration not stated)	1.9%	2%	3%	2%	-6%
Cc1c(C(=O)NNC(=S)NCc2ccc(Cl)cc2)oc2ccccc12	2.7%	-10%	-2%	29%	9%
Cc1cccc(S(=O)(=O)c2c(C)cc(C)nc2Cl)c1	1.4%	3%	-9%	-4%	-11%
CSCCC(NC(=O)c1ccco1)C(=O)NCC1CCCO1 (configuration not stated)	i	-1%	x	-19%	-18%
O=C(Nc1ccc(Oc2ccccc2)cc1)C1CC1	4.3%	-1%	-1%	75%	u
C#CCOCCOCCOCCNc1nc(N2CCOCC2)nc(N2CCN(C(=O)[C@H](CO)n3cc([C@@H](N)C(C)C)nn3)CC2)n1	0.8%	5%	x	2%	3%
COc1ccc(-n2c(N)c(C(=O)NCc3ccco3)c3nc4ccccc4nc32)c(OC)c1	9.4%	-17%	-30%	26%	10%
O=C(Nc1ccc(N2CCOCC2)c(Cl)c1)c1ccc(Br)o1	0.7%	6%	-9%	x	-5%
CCCCc1nc2ccccc2c(=O)n1-c1ccc(O)cc1	7.1%	0%	-1%	-1%	6%
CC1=CC(C)C2(COC(c3ccc[n+](C)c3)OC2)C(C)C1 (configuration not stated)	i	-8%	x	x	x
COc1cccc(OCC(=O)Nc2cc(Cl)ccc2Oc2ccccc2)c1	0.3%	5%	-3%	46%	6%
COc1ccc2c(c1)C=C(CN1CCN(C3CCCC3)C(CCO)C1)CO2 (configuration not stated)	i	1%	-21%	13%	8%
CC(C)CC(=O)Nc1cccc(NC(=O)CC(C)C)n1	1.8%	-9%	-6%	-22%	5%
CC(C)Cn1c(-c2ccc(Br)cc2)c[nH]c1=S	0.9%	6%	-18%	3%	3%
CCOC(=O)c1nnn(-c2nonc2N)c1CN(C)Cc1ccccc1	2.1%	-2%	1%	7%	-3%
O=C(CO)N/N=C/c1ccc(Cl)cc1	3.4%	2%	10%	-11%	1%
CCC(c1nnc(SCC(=O)NC2CCCCC2)n1Cc1ccccc1)N(C)C (configuration not stated)	2.6%	-2%	3%	15%	-6%
COCCCN1C(=O)C(=O)/C(=C(/O)c2ccc(OC(C)C)cc2)C1c1ccc(O)c(OC)c1 (configuration not stated)	x	x	-7%	-3%	-3%
COc1cc([C@H]2OC[C@H]3[C@@H]2CO[C@@H]3c2cc(OC)c(O[C@@H]3O[C@H](CO)[C@@H](O)[C@H](O)[C@H]3O)c(OC)c2)cc(OC)c1O[C@H]1O[C@@H](CO)[C@H](O)[C@@H](O)[C@@H]1O	1.1%	-2%	x	3%	2%	VEEV TC-83 Vero 10K pilot screen=2.5
CN(CC(=O)NC1CCCCCC1)S(=O)(=O)c1ccccc1	1.4%	-4%	1%	2%	-7%
CCC1(c2ccccc2)NC(=O)N(CC(=O)NCc2ccncc2)C1=O (configuration not stated)	1.1%	-9%	-8%	2%	8%
COc1ccc(/C=C2\N=C(c3ccccc3)N(c3ccc(C(=O)O)cc3)C2=O)cc1OC	3.1%	9%	13%	8%	0%
Cc1ccc(S(=O)(=O)N2[C@@H](c3ccc(F)cc3)C(C(=O)O)=CC[C@H]2c2cccc(Cl)c2)cc1	0.3%	-6%	4%	24%	-5%	VEEV TC-83 Vero 10K pilot screen=1.3
CCNC(=O)[C@H]1O[C@@H](n2cnc3c(N)ncnc32)[C@H](O)[C@@H]1O	1.0%	3%	20%	-2%	-6%
Cn1nccc1NC(=O)Nc1ccc(OC(F)(F)F)cc1	0.7%	x	-11%	-4%	3%
O=C(NCCOc1ccccc1)C1Nc2ccc(OC(F)(F)F)cc2C2C=CCC12 (configuration not stated)	2.9%	-1%	-4%	-19%	-6%
Cc1ccc(S(=O)(=O)N2CCN(S(=O)(=O)c3ccccc3)C2c2ccc(N(C)C)cc2)cc1 (configuration not stated)	0.4%	1%	-5%	16%	1%

In the list so far, these have an aryl thioether with sulfur outside any ring.
SMILES	VEEV TC-83 Vero	H1N1 NS1A inhibition	Salmonella PhoP GFP	tuberculosis growth	H37Rv inhibition	others
CCOC(=O)c1cnc(SC)nc1N	5.8%	8%	18%	1%	0%
Cc1cc(SCC(=O)Nc2cccc(S(N)(=O)=O)c2)c(C)cc1Br	2.3%	1%	2%	19%	-7%
CCC(c1nnc(SCC(=O)NC2CCCCC2)n1Cc1ccccc1)N(C)C (configuration not stated)	2.6%	-2%	3%	15%	-6%

Next part:
SMILES	VEEV TC-83 Vero	H1N1 NS1A inhibition	Salmonella PhoP GFP	tuberculosis growth	H37Rv inhibition	others
NC(=O)C(NC(=O)OCc1ccccc1)c1ccccc1 (configuration not stated)	0.1%	5%	-7%	0%	0%	VEEV TC-83 Vero 10K pilot screen=0.3
COc1ccc2c(-c3ccccc3)cc(SCC(N)=O)nc2c1	6.2%	-4%	-21%	2%	-5%
C=CCn1c(CCNC(=O)c2cccs2)nnc1SCC(=O)c1ccc(Br)cc1	1.7%	-9%	-6%	36%	-9%
O=C(COC(=O)c1ccc(Br)c(S(=O)(=O)N2CCOCC2)c1)NC1CC1	i	-5%	x	-3%	-2%
O=C(NCc1ccccc1F)C1CCCN1S(=O)(=O)c1ccc(Cl)cc1 (configuration not stated)	i	-5%	-2%	6%	4%
COc1ccc(CNC(=O)[C@]2(C)CCC[C@@]3(C)C4CC[C@@]5(C)C[C@]4(CCC32)CC5=O)cc1 (some centres not stated)	3.5%	5%	x	-10%	-6%
CCOc1ccc(C=C2C(=O)NC(=S)NC2=O)cc1OCC	i	-1%	x	x	x
CCn1c(SCC(=O)NCc2cccs2)nnc1-c1ccncc1	i	-14%	-6%	0%	0%
CC(C)Cn1c(-c2ccccc2)nc2ccccc2c1=O	0.5%	0%	5%	14%	1%
COc1ccc(NC(=S)Nc2cccc(C)n2)cc1	0.4%	x	0%	30%	20%
Cc1ccc(C)c2[nH]c(=O)c(CCNC(=O)C(C)(C)C)cc12	2.1%	-9%	-6%	x	40%
O=C(NNC(=S)Nc1ccccc1Cl)c1ccccc1Br	2.1%	-1%	-12%	43%	11%
CCOC(=O)CSc1nc(N2CCOCC2)c2c(c1C#N)CC(C)(C)N(C)C2	i	-4%	2%	24%	-20%
COC(=O)Cn1cccc1C(=O)c1ccccc1	0.3%	-2%	-1%	14%	-6%
CS(=O)(=O)N1CCN(C(=O)CSc2ccccc2)CC1	6.3%	0%	-7%	15%	6%
Cc1nc2ccc(NS(=O)(=O)c3ccc(F)c(F)c3F)cc2s1	0.7%	-7%	x	20%	-8%
COc1ccc([C@H]2Cc3cccc(O)c3C(=O)O2)cc1O	2.8%	-25%	x	-8%	-3%
CCCSc1ccc(C(=O)Nc2ccc(F)cc2F)cn1	2.5%	2%	3%	75%	u
Nn1cnnc1N/N=C/c1ccc(Cl)c([N+](=O)[O-])c1	3.5%	-8%	-6%	72%	11%
CCN(CC1COc2ccccc2O1)C(=O)c1ccc(Cl)c(S(=O)(=O)N2CC(C)OC(C)C2)c1 (configuration not stated)	6.6%	0%	6%	26%	-4%
Cc1cc(=O)nc2c3ccccc3n(CC(=O)Nc3ccccc3Br)n12	0.2%	11%	-28%	12%	9%
COCCNC(=O)/C(C#N)=C/c1ccc(N2CCOCC2)o1	1.9%	-23%	-19%	22%	-4%

Compounds were not picked by outcome; any-hit rate near 1.4%.
